Source: PubChem
SIRT5 inh = sirtuin-5 (human) deacylase inhibition. inhibition, % at 15 µM. Purified SirT5, succinyl-peptide AMC, trypsin-coupled fluorescence. 330,000 tested, 1.1% active. Q9NXA8; in the data active = inhibition above about 15%; inconclusive = no clear call, values can overlap the other calls
Target sequence (Q9NXA8 whole entry, looked up): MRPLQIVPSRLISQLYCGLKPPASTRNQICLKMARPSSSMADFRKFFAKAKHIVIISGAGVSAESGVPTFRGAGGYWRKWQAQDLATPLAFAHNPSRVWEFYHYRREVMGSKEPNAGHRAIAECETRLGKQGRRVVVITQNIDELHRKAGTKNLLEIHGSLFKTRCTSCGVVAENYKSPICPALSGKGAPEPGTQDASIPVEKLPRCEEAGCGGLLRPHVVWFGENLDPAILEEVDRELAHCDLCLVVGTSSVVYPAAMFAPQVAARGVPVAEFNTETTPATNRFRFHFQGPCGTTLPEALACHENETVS
ERp5 block = blocks human ERp5 reductase activity on insulin. Q15084. ERp5 insulin aggregation, absorbance 650 nm, 90 min. inhibition, % at 9.99 µM. 350,000 tested, 0.05% active. AID 651711;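 active = mean replicate inhibition above about 25%, with every replicate also reaching it, limit read from the data, passing the limit was not always enough; inconclusive = only one of those two criteria met; inactive = neither criterion met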
Target sequence (Q15084 whole entry, looked up): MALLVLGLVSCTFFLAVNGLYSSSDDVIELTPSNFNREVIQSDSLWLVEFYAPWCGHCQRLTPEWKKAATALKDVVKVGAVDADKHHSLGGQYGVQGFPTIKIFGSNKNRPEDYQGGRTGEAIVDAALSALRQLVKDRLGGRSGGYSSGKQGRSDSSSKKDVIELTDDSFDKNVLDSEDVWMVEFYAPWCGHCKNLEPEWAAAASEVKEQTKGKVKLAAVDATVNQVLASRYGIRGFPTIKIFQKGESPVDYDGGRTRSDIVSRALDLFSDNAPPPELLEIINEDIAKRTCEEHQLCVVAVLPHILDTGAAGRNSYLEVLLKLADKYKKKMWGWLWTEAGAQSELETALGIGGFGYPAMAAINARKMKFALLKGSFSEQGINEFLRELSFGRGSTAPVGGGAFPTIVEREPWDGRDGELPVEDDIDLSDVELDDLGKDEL
miR122 inh = blocks miR-122 activity in Huh7 sensor cells. AID 602342. 340,000 tested, 0.3% active. Huh7 miR-122 Renilla luciferase sensor, 48 h; neutral wells = 0, positive control = 100. activation (reporter increase), % at 12.5 µM;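 active = mean replicate activation score at least 90 and every replicate individually at or above 90; inconclusive = only one of the two criteria met; inactive = neither criterion met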;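 also: higher luciferase means less miR-122 activity so hits act as miR-122 inhibitors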
Statin myotox sup = protects C2C12 myotubes from simvastatin toxicity | 330,000 tested, 0.78% active | ATP luminescence, 48 h; scaled: DMSO 0, geranylgeraniol control 100 | rescue of ATP level, % at 7.49 µM | AID 602340;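 active = mean ATP rescue above about 67%, or every replicate alone reaching that limit, limit read from the data, passing the limit was not always enough; inconclusive = no clear call, values can overlap the other calls; inactive = mean under the limit and some replicate under it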;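 also: myotubes were challenged with 10 µM simvastatin during compound exposure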
esBAF inh = SWI/SNF esBAF complex inhibition | AID 602393 | reporter increase, % at 12.5 µM | 350,000 tested, 2% active | mouse ES cells, Bmi1-luciferase knock-in reporter, 24 h; 100% = twice the neutral-well signal; in the data active = activation above about 40%; inconclusive = no clear call, values can overlap the other calls;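 also: 0% = median of the plate's neutral control wells and 100% = double that signal; a rise in the Bmi1 reporter signal indicates esBAF inhibition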
Cneo AK release = causes C. neoformans cell lysis; AID 651654; 360,000 tested, 0.2% active; lysis activity, % at 15 µM; adenylate kinase release luminescence, 4 h; normalised: neutral wells 0, clomiphene wells 100;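 active = mean lysis activity across replicates of at least 80%, whatever share of replicates individually reach that level; inactive = mean lysis activity below 80%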
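Material – log-phase Cryptococcus neoformans yeast cells · Input – 5 × 10^6 yeast cells/mL · Medium – fresh YPD growth medium · Doses – single compound concentration per well · Timing – static 4 h at 37 °C with compound, 1 h detection · Detection – adenylate kinase release luminescence · Read-out – signal increase indicating cell lysis · Control set – Clomiphene as positive lysis control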
ARNT-TACC3 inh = disruptors of human ARNT/TACC3 interaction | AlphaScreen His-ARNT PAS-B/GST-TACC3 binding, luminescence; TACC3 fragment carries E629A point mutation | inhibition, % at 9.99 µM | 390,000 tested, 0.66% active | AID 623870;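 active = mean inhibition of replicates at least 50% and at least half of replicates each reaching 50%; inconclusive = half or more replicates reach 50% but mean below 50%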;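 also: 0% = complete ARNT plus TACC3 wells and 100% = ARNT alone without TACC3; many hits fall short of the cut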
The depositor's hits bear a star; u = inconclusive; x = not tested or not shown; & = joins results of further samples; [ ] = remark or other dose. Compounds as they come; 4% or so of the library scored in one or more.

SMILES	SIRT5 inh	ERp5 block	miR122 inh	Statin myotox sup	esBAF inh	Cneo AK release	ARNT-TACC3 inh
CNC[C@@H]1Oc2ccc(NS(=O)(=O)c3ccc(OC)cc3)cc2C(=O)N([C@H](C)CO)C[C@H]1C	0	8	3[16.7 µM]	-12	-3	-3	-4
Cc1cccc(S(=O)(=O)N2C[C@@H](O)COC[C@H]3O[C@H](CC(=O)NCCCN4CCOCC4)CC[C@@H]32)c1	-3	0	12[16.7 µM]	-4	-7	48	-1
C[C@H]1CN([C@@H](C)CO)C(=O)c2cc(NC(=O)C3CC3)ccc2O[C@@H]1CN(C)C	-4	6	-7[16.7 µM]	-7	0	0	24
CS(=O)(=O)Nc1cccc(C2=NN(C(=O)c3ccco3)C(c3cccs3)C2)c1 (configuration not stated)	-2	5	11	x	x	1	-44
COc1cc(C)nc(Oc2ccc(OCCOc3ccccc3)nn2)n1	0	0	x	x	x	x	-13
COCC(=O)Nc1ccc2c(c1)OC[C@@H](C)N(C(=O)CN1CCOCC1)C[C@@H](C)[C@H](OC)CN(C)C2=O	-2	5	x	-6	-8	-3	0
CN(C)C(=O)[C@H]1[C@H](CO)[C@H]2Cn3c(ccc(-c4ccc(F)cc4)c3=O)[C@H]2N1C(=O)c1ccccn1	2	-9	7[16.7 µM]	0	2	-9	-5
Cc1ccc(C)c(Cn2nc(-c3ccccc3)ccc2=O)c1	-2	2	3	23	4	1	-8
CCN(CC(=O)Nc1ccccc1C(F)(F)F)C(=O)C1CCC1	3	-4	x	-11	-3	x	-1
Cc1onc(-c2ccccc2)c1C(=O)Nc1ccccc1C#N	x	1&-6	1&-1	4&8	-1&-3	2&-1	18&-2

Of the compounds above, 4 contain nitrogen in an aromatic ring.
SMILES	SIRT5 inh	ERp5 block	miR122 inh	Statin myotox sup	esBAF inh	Cneo AK release	ARNT-TACC3 inh
COc1cc(C)nc(Oc2ccc(OCCOc3ccccc3)nn2)n1	0	0	x	x	x	x	-13
CN(C)C(=O)[C@H]1[C@H](CO)[C@H]2Cn3c(ccc(-c4ccc(F)cc4)c3=O)[C@H]2N1C(=O)c1ccccn1	2	-9	7[16.7 µM]	0	2	-9	-5
Cc1ccc(C)c(Cn2nc(-c3ccccc3)ccc2=O)c1	-2	2	3	23	4	1	-8
Cc1onc(-c2ccccc2)c1C(=O)Nc1ccccc1C#N	x	1&-6	1&-1	4&8	-1&-3	2&-1	18&-2

Carrying on.
SMILES	SIRT5 inh	ERp5 block	miR122 inh	Statin myotox sup	esBAF inh	Cneo AK release	ARNT-TACC3 inh
CCC(=O)N1CC[C@@H]2[C@H]1c1cc(-c3ccc(F)cc3)ccc1N(C)[C@@H]2CO	2	4	1[16.7 µM]	3	-14	-3	17
Cc1cccc(-n2c(C)n[nH]c2=S)c1	-1	1	3	15	-3	2	-15
CC(C)Cn1c(-c2cccs2)nc2nc3ccccc3nc21	x	x	-2	-5	5	-1	-3
COc1ccc([C@H]2CC(=O)C=C(c3cccc(Br)c3)C2)cc1OC	-4	-7	-1	41	-9	-1	3
O=C(O)COCC(=O)N1CCCN(c2ccc(C(F)(F)F)cn2)CC1	-4	-8	10	5	-3	2	-8
CC(C)C#Cc1cnc2c(c1)C(=O)N([C@@H](C)CO)C[C@@H](C)[C@@H](CN(C)C(=O)Nc1ccc(F)cc1)O2	-6	-8	-4[16.7 µM]	-8	35	10	4
O=C(C[C@@H]1C=C[C@H](NC(=O)CC2CC2)[C@@H](CO)O1)NCc1ccc(Cl)cc1	-2	3	x	-1	0	0	-10
CCN1C(=O)N[C@@H](c2cccc(C(F)(F)F)c2)C(C(C)=O)=C1C	1	3	-4	1	-2	-1	-4
COC(=O)N/N=C(\C)c1ccc(-n2ccnc2)cc1	0	-3	x	x	x	x	-3
CC(C(=O)Nc1ccc(S(=O)(=O)N2CCCC2)cc1)N1CCN(c2ccccc2O)CC1 (configuration not stated)	-2	2	-3	0	-7	0	1
Cc1ccc2nc(-c3ccc(-c4cccc(Cl)c4)cc3)c(NCc3ccccc3)n2c1	-5	1	17	85*	4	1	-9
O=C(O)CCN(Cc1ccccc1)S(=O)(=O)c1c(Cl)cccc1Cl	-6	3	-2	10	9	0	-13
CCc1noc(C)c1C(=O)N1CCCSC1=Nc1ccccc1OC	-2	7	-4	-5	-2	0	4
CC(C)CCNC(=O)c1cccc(C(=O)NCCC(C)C)c1	x	x	13	-26	-9	1	-7
O=C(CC1CC2CCC1C2)NCCc1ccc(Cl)cc1 (configuration not stated)	0	1	2	15	-4	0	-12
Cc1ccc(CNC(=O)CN(C)S(=O)(=O)c2cccc3cccnc23)cc1	x	16	1	4	1	-1	-2
CC1(C(=O)NS(=O)(=O)c2ccc3c(c2)CCO3)CCN1C(=O)c1ccccc1CCc1ccccc1 (configuration not stated)	x	-4	-5	-4	4	0	x
COC(=O)C1=C(C)NC(=O)/C1=C\c1cc(C)n(-c2cccc(C)c2)c1C	x	x	1	-15	-8	-1	-2
O=C(Nc1ccc2c(c1)[C@H]1C[C@@H](CC(=O)N3CCOCC3)O[C@H](CO)[C@H]1O2)C1CCC1	x	x	1[16.7 µM]	-2	-3	0	-6
C[C@@H](Nc1nc(-c2ccccc2)nc2c1oc1ccccc12)C(=O)O	-2	2	-4	-9	-7	2	11
COCCn1c(C)cc(/C=C(\C#N)C(=O)OCC(=O)Nc2ccc(S(N)(=O)=O)cc2)c1C	-1	-2	-6	-7	2	-3	-4
CCNC(=O)C[C@H]1CC[C@@H]2[C@H](COC[C@@H](O)CN2C(=O)Nc2ccc(Cl)c(Cl)c2)O1	0	0	5[16.7 µM]	-18	-1	-13	1
Cc1occc1-c1nnc(SCC(=O)Nc2c(F)cccc2F)n1C	0	0	x	-7	-6	-2	-3
COC(=O)C1=CN(c2ccc(Cl)cc2)C=C(C(=O)OC)C1c1ccc([N+](=O)[O-])cc1	-4	2	-2	8	-8	-5	5
C[C@@H]1CN([C@H](C)CO)C(=O)Cc2cc(NS(=O)(=O)c3cccs3)ccc2O[C@@H]1CN(C)Cc1ccc(-c2ccccc2)cc1	15	-1	19[16.7 µM]	u	2	1	-3
Cc1ccccc1S(=O)(=O)NC(=O)C1(C)CCN1C(=O)CC(c1ccccc1)c1ccccc1 (configuration not stated)	7	3	48	0	7	1	x
CC(C)(C)CC(C)(C)c1ccc(OCC(=O)N/N=C/c2ccc(S(=O)(=O)O)o2)cc1	-2	9	x	x	x	2	-1
C[C@@H]1CN([C@@H](C)CO)S(=O)(=O)c2ccc(C#CCN(C)C)cc2O[C@H]1CN(C)Cc1ccc2c(c1)OCO2	3	-1	-12[16.7 µM]	-102	-15	19	10
O=C(CSc1nc2ccccc2c(=O)n1-c1ccc(F)cc1)Nc1ccc2c(c1)CCC2	-1	-1	x	x	x	x	-5
COc1ccc(-c2cc3ncc(-c4ccccc4)c(N)n3n2)cc1	-5	-6	x	x	x	x	0

One compound at a time (already shown). Screens in order: SIRT5 inh, ERp5 block, miR122 inh, Statin myotox sup, esBAF inh, Cneo AK release, ARNT-TACC3 inh
`COc1ccc(-c2cc3ncc(-c4ccccc4)c(N)n3n2)cc1` in the list: -5, -6, x, x, x, x, 0
`O=C(CSc1nc2ccccc2c(=O)n1-c1ccc(F)cc1)Nc1ccc2c(c1)CCC2` in the list: -1, -1, x, x, x, x, -5

(listing goes on)
SMILES	SIRT5 inh	ERp5 block	miR122 inh	Statin myotox sup	esBAF inh	Cneo AK release	ARNT-TACC3 inh
Cc1cc(CNC(=O)c2cccc(OC3CCN(S(=O)(=O)N(C)C)CC3)c2)on1	0	1	-1	-15	71*	14	5
Cc1cccc(NC(=O)C[C@H]2CC[C@H]3[C@@H](COc4ccc(NC(=O)NC(C)C)cc4C(=O)N3C)O2)c1	3	x	-58[16.7 µM]	3	-1	-2	x
O=C(COC(=O)c1ccc(CO)cc1)Nc1ccc2ccccc2c1	-2	1	x	1	8	0	-6
O=C/C(=C\Nc1ccccn1)c1nc2cc(Cl)ccc2o1	-1	-2	-5	x	47*	0	x
CC(NC(=O)c1ccc(CS(C)(=O)=O)cc1)c1ccc(-c2ccccc2)cc1 (configuration not stated)	-3	-3	1	7	0	5	-4
O=C(CSc1ccccc1)NCCSCc1ccccc1	x	x	-1	12	10	5	-11
CC(O)(C#CCN1CCCCCC1)c1ccccc1 (configuration not stated)	-2	1	-1	x	x	x	x
COC(=O)CNC(c1ccccc1)c1cc(Cl)ccc1NC(=O)c1cccc(Cl)c1 (configuration not stated)	-2	1	9	4	5	-6	-9
C[C@@H]1CCCCO[C@@H](CN(C)CC2CCCCC2)[C@@H](C)CN([C@@H](C)CO)C(=O)c2cc(NS(=O)(=O)c3ccc(F)cc3)ccc2O1	19*	0	-8[16.7 µM]	-86	8	5	1
CNCCCC1c2ccccc2C=Cc2ccccc21	-6	7	-5	-1	5	1	9

SIRT5 inh: hit marks shown above.
Structure | SIRT5 inh | ERp5 block | miR122 inh | esBAF inh | ARNT-TACC3 inh
C[C@@H]1CCCCO[C@@H](CN(C)CC2CCCCC2)[C@@H](C)CN([C@@H](C)CO)C(=O)c2cc(NS(=O)(=O)c3ccc(F)cc3)ccc2O1 | 19* | 0 | -8[16.7 µM] | 8 | 1

(listing goes on)
SMILES	SIRT5 inh	ERp5 block	miR122 inh	Statin myotox sup	esBAF inh	Cneo AK release	ARNT-TACC3 inh
COc1ccc(-c2nnc(SCc3nc4ccccc4c(=O)[nH]3)o2)cc1	-4	-1	4	-5	11	-3	14
CCC(C)(C)C(=O)Nc1cc([N+](=O)[O-])ccc1Cl	-2	0	x	x	x	x	0
CCn1nc(CC(C)C)cc1C(=O)N1CCCC(Nc2ccc(F)cc2)C1 (configuration not stated)	-15	1	-2	x	x	-1	-4
CCc1ccc(N2CC(C(=O)N3CCCCCC3)CC2=O)cc1 (configuration not stated)	0	0	x	-5	17	-2	0
COC(=O)C1=C(C)N(CC2CCCO2)C(=O)/C1=C\c1ccc(O)cc1 (configuration not stated)	x	x	-1	16	6	-1	-5
CCOC(=O)c1cnn(-c2ccccc2)c1NC(=O)c1cccs1	-3	-10	11	1	-8	-7	4
O=C(O)CCCn1nc(-c2ccccc2)c2ccccc21	1	0	-6	-12	-10	1	-2
O=C(COC(=O)c1sc2ccccc2c1Cl)NCC1CCCCC1	x	x	-4	-4	-5	-2	2
C[C@H](CO)N1C[C@H](C)[C@H](CN(C)S(C)(=O)=O)Oc2ccc(NC(=O)Nc3cccc4ccccc34)cc2CC1=O	3	6	-1[16.7 µM]	-20	0	0	-7
C=CCn1c(SCC(=O)Nc2cccc3ccccc23)nc(O)c(CC)c1=O	x	x	-2	-37	-9	-4	10

5 of the entries above in order of the esBAF inh value, lowest first:
Structure	esBAF inh
C=CCn1c(SCC(=O)Nc2cccc3ccccc23)nc(O)c(CC)c1=O	-9
CCOC(=O)c1cnn(-c2ccccc2)c1NC(=O)c1cccs1	-8
C[C@H](CO)N1C[C@H](C)[C@H](CN(C)S(C)(=O)=O)Oc2ccc(NC(=O)Nc3cccc4ccccc34)cc2CC1=O	0
COC(=O)C1=C(C)N(CC2CCCO2)C(=O)/C1=C\c1ccc(O)cc1 (configuration not stated)	6
COc1ccc(-c2nnc(SCc3nc4ccccc4c(=O)[nH]3)o2)cc1	11
